# Screens as filed in PubChem.
# GPR55 antagonists – GPR55 antagonists blocking LPI-driven arrestin recruitment, primary screen, imaging, U2OS, beta-arrestin-GFP, LPI agonist (AID 2013). G-protein coupled receptor 55 (Homo sapiens). U2OS GPR55 beta-arrestin-GFP translocation imaging, LPI antagonism; higher % means a stronger effect. inhibition, % at 10 µM, or IC50 in µM where a hit was titrated. hit rate 0.13% among 290,000;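 active = spots per cell inhibited over 60%, with over 100 cells counted and total cytoplasm intensity under 500,000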;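 note: U2OS cells stably carrying GPR55 and arrestin-GFP stimulated by 5 µM LPI near EC80; imaged beta-arrestin-GFP aggregate spots per cell after agonist stimulation; plate controls were LPI-stimulated DMSO wells for no effect and DMSO wells without LPI for full effect; some results filed as inactive read as strong as hits; confirmed hits need IC50 under 10 µM and bright autofluorescent wells are also inconclusive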
# NTR1 ag – agonists of NTR1, primary screen, imaging, U2OS cells, beta-arrestin-GFP, high content (AID 493036) | Neurotensin receptor type 1 (Homo sapiens), P30989 | NTR1-U2OS beta-arrestin-GFP spot imaging, agonist mode | activation, % at 20 µM | hit rate 0.17% among 330,000;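 active = activation at or above 40% of the spot to cytoplasm intensity ratio, with at least 20 cells analyzed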;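 note: 0% = DMSO without peptide and 100% = 100 nM NTR1 peptide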
# Target sequence (P30989 whole entry, looked up): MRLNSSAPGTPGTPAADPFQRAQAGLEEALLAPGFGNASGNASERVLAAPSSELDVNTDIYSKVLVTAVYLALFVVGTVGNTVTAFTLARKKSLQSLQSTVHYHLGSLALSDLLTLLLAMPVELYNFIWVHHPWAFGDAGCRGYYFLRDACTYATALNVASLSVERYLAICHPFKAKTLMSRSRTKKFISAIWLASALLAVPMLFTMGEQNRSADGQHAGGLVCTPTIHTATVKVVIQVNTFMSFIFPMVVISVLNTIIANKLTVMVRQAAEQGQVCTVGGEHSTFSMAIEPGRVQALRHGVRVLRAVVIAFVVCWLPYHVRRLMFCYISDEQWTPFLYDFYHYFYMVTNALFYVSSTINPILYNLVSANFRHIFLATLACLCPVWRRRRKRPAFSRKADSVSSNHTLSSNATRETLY
# NOD1 NF-kB reporter – NOD1 signaling inhibitors, primary screen, cell-based, luminescence, uHTS (AID 1578). NOD1-driven NF-kB luciferase reporter cells, luminescence; higher % means a stronger effect. inhibition, % at 4 µM, or EC50 in µM where a hit was titrated. hit rate 1% among 290,000; in the data active = inhibition mostly above about 36%, no sharp cut-off; inactive = mostly below about 34%;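 note: HEK-293T reporter cells stimulated with the NOD1 agonist gamma-tri-DAP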
# HEK293 NOD2/NF-kB – NOD2 signaling inhibitors, cell-based, luminescence, uHTS, HEK293 (AID 1566). HEK293 NOD2/NF-kB luciferase reporter, luminescence; higher % means a stronger effect. inhibition, % at 4 µM, or EC50 in µM where a hit was titrated. hit rate 0.63% among 290,000; note: many of its hits are not listed in these tables
# KOR beta-arrestin-1 – KOR agonists, beta-arrestin recruitment, primary screen, cell-based, luminescence, uHTS (AID 1777); Kappa-type opioid receptor (Homo sapiens); KOR beta-arrestin recruitment, luminescence; higher % means a stronger effect; activation, % at 10 µM; hits with a dose series show EC50 in µM; hit rate 0.02% among 280,000; in the data active = activation above about 50%, passing the limit was not always enough; note: a part of the inactive calls stands beside numbers as strong as those of hits
# Myeloid diff 2 – induction of myeloid progenitor differentiation, primary screen, cell-based, flow cytometry, MLPCN library; ER-HoxA9 myeloid progenitors, lysozyme-GFP differentiation; calls only at 10 µM; hit rate 1% among 360,000;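 active = normalized GFP-positive differentiation at or above the plate's own cutoff, the solvent-only control mean plus 3 SD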;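 note: cells exposed to compound for four days before flow analysis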
# T cell modulator – modulators of CD8 T cell-vesicle binding, primary screen, mouse 2C CD8+ T cells, flow cytometry; AID 2052, 2009; hit rate 0.068% among 330,000; calls only at 7 µM; 2C CD8+ T cell-vesicle binding; stronger effect = lower value;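 active = response, share of CD8 T cells binding vesicles, and their 90th percentile fluorescence all below set limits, cut at about 80% in these data, passing the limit was not always enough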
#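 Benchmarks: naked versus QL9-loaded vesicles / Assay system: purified 2C TCR transgenic mouse naive CD8+ T cells / Technique: high-throughput flow cytometry with anti-B7-1 and anti-CD8 staining / Timing: Cell–vesicle co-incubation 1.5 h at 37 °C, staining 20 min on ice / Read-out: percent CD8+ FL2 mean versus row control / Probe or stimulus: QL9-loaded Drosophila micro-vesicles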
# GPR55 activation – GPR55 agonists via beta-arrestin recruitment, primary screen, imaging, U2OS cells, beta-arrestin-GFP redistribution (AID 1961); hit rate 0.048% among 290,000; U2OS GPR55 beta-arrestin-GFP redistribution imaging; higher % means a stronger effect; activation, % at 10 µM; hits with a dose series show EC50 in µM; G-protein coupled receptor 55 (Homo sapiens);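 active = activation above 40% with more than 50 cells counted in the well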;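 note: U2OS osteosarcoma cells stably expressing GPR55 and beta-arrestin-GFP; plate controls were DMSO negative control for no effect and LPI positive control for full effect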
# KOR beta-arrestin-2 – KOR antagonists, beta-arrestin recruitment, cell-based, luminescence, uHTS (AID 1778); KOR beta-arrestin recruitment, luminescence, antagonist mode; higher % means a stronger effect; hit rate 0.091% among 290,000; inhibition, % at 10 µM, or IC50 in µM where a hit was titrated; note: strong numbers were not always called active
# T cell modulator vesicle-bound % – also measured in T cell modulator; calls as there; double positive events, %; measured here: CD8+ vesicle-bound cell fraction;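 binding gate set so that unloaded-vesicle control wells show 10% double positive cells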
# NTR1 ag cell count 20 µM – second read-out of NTR1 ag, no call of its own (marks repeat the call); cell count; measured here: cell count, cytotoxicity flag
# Myeloid diff 2 GFP+ MAC1+ % – recorded beside Myeloid diff 2, whose call it bears; GFP+ MAC1+ double positive, %; measured here: differentiation confirmed by MAC1 staining
# * = called active by the depositor; i = inactive; nt = no result given; [ ] = another dose, or the depositor's remark. Cut-off read from the data, not from the text of the source, unless noted: active = inhibition above about 50%; inactive = the rest. These rows are one share of the data. The share of hits here may be higher or lower than overall.
SMILES,GPR55 antagonists,NTR1 ag,NTR1 ag cell count 20 µM,NOD1 NF-kB reporter,HEK293 NOD2/NF-kB,KOR beta-arrestin-1,Myeloid diff 2,Myeloid diff 2 GFP+ MAC1+ %,T cell modulator,T cell modulator vesicle-bound %,GPR55 activation,KOR beta-arrestin-2
COc1ccc(C)cc1NCc1ccc(OC)c(C)c1OC,14%,2.2,68,1%,23%,-0.7%,i,0.8,i,45,-0.3%,-11%[20 µM]
O=C(NNc1nc(-c2ccc(F)cc2)cs1)c1ccccc1,18%,-0.8,64,-23%,16%,-8.3%,i,0.3,i,15,0.6%,2%
CN(CC#CC1(O)c2ccccc2-c2ccccc21)Cc1ccccc1,13%,0.2,54,-25%,12%,0.2%,i,0.6,i,31,0.1%,16%
O=C1c2cccc3cccc(c23)N1Cc1ccc(F)cc1,8%,1.4,75,53%,-2%,2.4%,i,0.3,i,66,-0.2%,14%
Cc1noc(NS(=O)(=O)c2ccc(N/C=C\C(=O)c3ccncc3)cc2)c1C,2%,0.5,77,-4%,4%,-11%,i,0.8,i,34,-0.1%,12%
COCc1nc2oc3ccc(F)cc3c(=O)c2cc1C(=O)OC,8%,nt,nt,-11%,-41%,-2.0%,i,0.6,i,23,0.3%,6%
CCc1nnc(NS(=O)(=O)c2ccc(N=CC3=C(O)CC(C)(C)CC3=O)cc2)s1,8%,0.0,94,-26%,9%,4.1%,i,0.5,i,54,-0.4%,8%
COc1ccc(NC(=O)CCC(=O)c2cccs2)cc1S(=O)(=O)Nc1ccccc1Cl,3%,1.4,47,27%,-20%,4.2%,i,0.5,i,42,-0.3%,23%
O=C(/C=C/c1cccc([N+](=O)[O-])c1)Nn1c(-c2ccccc2F)nc2ccccc2c1=O,-7%,-1.5,95,16%,12%,1.9%,i,0.1,i,58,0.2%,-54%
COCC(CN1CCN(C2=NS(=O)(=O)c3ccccc32)CC1)OC(=O)c1ccccc1 (stereo unspecified),11%,-0.5,52,-10%,2%,-1.0%,i,1.9,i,22,-0.1%,17%
COc1ccc2c(C(=O)CN3CC(C)OC(C)C3)c[nH]c2c1 (stereo unspecified),-2%,-0.5,53,-35%,6%,0.0%,i,1.2,i,30,-0.1%,13%
O=C(O)C1CCC(N2C(=O)c3cccc([N+](=O)[O-])c3C2=O)CC1 (stereo unspecified),nt,0.3,75,1%,3%,-1.1%,i,0.6,i,60,0.0%,12%
O=C(Nc1ccccn1)c1nc(-c2ccccc2)n(-c2ccccc2)n1,5%,0.7,74,-4%,-18%,1.9%,i,0.3,i,57,0.0%,17%
Cc1cccc(NCC(=O)c2c(N)n(C)c(=O)n(C)c2=O)c1C,2%,0.6,39,-34%,-10%,0.7%,i,0.2,i,9,-0.2%,-31%
CCCOc1ccc(C(NC(=O)CC(C)C)NC(=O)CC(C)C)cc1OC,9%,-2.4,49,-8%,7%,3.3%,i,0.7,i,27,0.4%,-1%
NC(=O)CN(c1ccc(Oc2ccccc2)cc1)S(=O)(=O)c1ccccc1,11%,0.7,75,0%,-5%,1.3%,nt,nt,i,25,-0.2%,19%
Cc1[nH]c(C(=O)O)c(C#N)c1C(=O)c1ccccc1,-14%,0.0,84,-6%,15%,-6.2%,i,0.7,i,50,-0.1%,18%
CC(=O)NC(Cc1ccc(F)cc1)C(=O)NC1CCN(c2ncccc2[N+](=O)[O-])CC1 (stereo unspecified),0%,2.9,52,-30%,15%,-1.0%,i,0.3,i,9,-0.3%,-5%
Cc1snc(SCC(=O)c2ccc(Cl)cc2)c1C#N,14%,3.4,64,-23%,-2%,-4.0%,i,6.1,i,47,-0.2%,8%
COc1ccc(CCNC(=S)NC(=O)c2ccccc2)cc1C,9%,9.2,74,-6%,4%,-1.3%,i,0.6,i,31,-0.1%,-4%
S=C(NC1CC2CCC1C2)N1CCN(c2cccc(Cl)c2)CC1 (stereo unspecified),-3%,3.9,40,8%,-11%,3.8%,i,1.3,i,21,0.0%,-7%
CCN1C(=O)c2cccc3c(NS(=O)(=O)c4ccc(NC(C)=O)cc4)ccc1c23,2%,-2.0,84,5%,-14%,1.3%,i,0.5,i,24,0.6%,13%
Oc1ccc(Br)cc1/C=N/N1CCN(Cc2cccc3ccccc23)CC1,15%,2.1,61,-5%,-5%,0.9%,i,0.5,i,25,-0.1%,20%
COc1ccc(CCN2C(=O)C(Oc3ccccc3)C2c2ccc3c(c2)OCO3)cc1 (stereo unspecified),-6%,2.8,55,35%,8%,4.1%,i,1.0,i,41,-0.2%,-53%
CN(CC(=O)Nc1ccc(Cl)cc1)CC(=O)Nc1ccc(C(N)=O)cc1,-9%,-0.3,49,-23%,6%,-1.8%,i,1.2,i,56,0.2%,-20%[20 µM]
CC(C)Cc1ccc(C(C)NC(=O)c2ccc(=O)[nH]c2)cc1 (stereo unspecified),-2%,3.7,73,-4%,18%,2.0%,i,0.7,i,33,-0.5%,-33%
Cc1nn(C)c(C)c1NC(=O)c1cnn2c(C(F)F)cc(-c3ccccc3)nc12,1%,-0.6,24,-10%,13%,nt,nt,nt,i,20,-0.1%,-8%[20 µM]
Cc1ccc(C)c(Cn2c3ccccc3c3cnn(CC(=O)NCCN4CCOCC4)c(=O)c32)c1,9%,3.1,68,-20%,13%,-1.7%,i,4.9,i,43,-0.1%,-25%
CCOP(=O)(C1=C(O)C(=O)C(C(C)(C)C)=CC1=O)c1ccccc1 (stereo unspecified),8%,nt,nt,-14%,18%,-4.0%,i,0.0,nt,nt,0.1%,28%
O=[n+]1c2c(n([O-])c3cc(Cl)ccc31)CCCC2,4%,1.2,57,4%,-7%,-1.4%,i,1.1,i,35,-0.1%,5%
COc1ccc(NC(=S)N(CCCN2CCCCC2)Cc2cccs2)cc1,2%,2.8,69,4%,7%,1.4%,i,1.1,i,25,-0.2%,12%
Cc1ccc(S(=O)(=O)CCc2nnc(NC(=O)c3ccccn3)s2)cc1,-7%,1.2,47,9%,-26%,-2.9%,i,0.8,i,30,0.2%,4%
O=C(NC1CCCN(Cc2ccc(Cl)cc2)C1)c1cccc(N2CCCC2=O)c1 (stereo unspecified),1%,0.7,50,-34%,-1%,-2.0%,i,1.1,i,12,0.0%,15%
O=C(Nc1cccc(O)c1)C(=O)Nc1ccccn1,10%,-1.2,67,-33%,-3%,-2.4%,i,0.4,i,11,0.2%,-23%
Cc1cc(C)cc(NC(=O)C2CCN(c3nccs3)CC2)c1,-6%,-4.3,75,-6%,-8%,10%,i,1.4,i,37,-0.3%,-1%
N#CC(C#N)=CC1=C2OC(c3ccccc3)=CC(c3ccccc3)=C2CCC1,-3%,5.4,68,-32%,6%,-16%,i,1.6,i,10,-0.1%,-3%
Cc1nnsc1C(=O)NC(C)C12CC3CC(CC(C3)C1)C2 (stereo unspecified),-9%,0.5,63,-4%,-1%,12%,i,2.1,i,29,-0.1%,-15%
NC(=O)CNc1ncc(C(F)(F)F)cc1Cl,-5%,0.5,81,-3%,12%,-1.2%,i,0.1,i,39,0.1%,-9%
O=S(=O)(NCC1CCCO1)c1cccc(S(=O)(=O)N2CCCC2)c1 (stereo unspecified),6%,1.3,60,-3%,9%,-0.1%,i,1.0,i,6,-0.1%,-30%
O=C(O)c1ccc(N2CCCCS2(=O)=O)cc1,22%,1.3,50,-12%,5%,nt,i,0.1,i,55,0.7%,-25%[20 µM]
Cc1ccccc1CN1CCNC(=O)C1CC(=O)NC1CCCCCCC1 (stereo unspecified),14%,1.3,46,-12%,-4%,4.8%,i,3.6,i,15,-0.1%,-19%
CCOc1ccc(-n2c(-c3ccco3)nc3c(cnn3-c3ccc(C)cc3)c2=O)cc1,1%,12,67,-4%,31%,-0.4%,i,0.3,i,21,-0.1%,22%
Cc1ccc(-c2cc(C(=O)Nc3cc(C)on3)c3ccccc3n2)cc1,-2%,0.0,45,-17%,-7%,9.2%,i,1.0,i,34,0.1%,nt
CN(C)c1ccc(/C=C/c2ccc3ccccc3[n+]2C)cc1,6%,3.7,59,44%,30%,-9.1%,nt,nt,i,58,-0.1%,26%
Cc1nc(N2CCOCC2)nc(N2CCC(C)CC2)c1[N+](=O)[O-],-1%,2.7,53,11%,-2%,2.0%,i,0.6,i,30,-0.1%,25%
CCN1CCN(C(=O)N2CCOCC2)CC1,2%,-0.6,84,-20%,-7%,4.2%,i,0.6,i,60,-0.2%,-10%[20 µM]
COc1ccnc(Oc2ccc3ccccc3c2)c1C#N,3%,-0.2,45,1%,-33%,-6.0%,nt,nt,i,13,-0.1%,18%
CC1CCc2cc(F)ccc2N1C(=O)CSc1nnc2c(n1)[nH]c1ccccc12 (stereo unspecified),0%,4.6,84,18%,21%,-0.9%,i,0.3,i,56,-0.2%,22%
CCCn1c(=N)c(C(=O)NC2CCCC2)cc2c(=O)n3cccc(C)c3nc21,19%,0.5,49,-41%,-12%,1.3%,i,0.8,i,13,1.2%,15%
O=C(CN1C(=O)C(c2ccc(F)cc2)=NC12CCCC2)Nc1ccc(F)cc1,1%,2.0,106,45%,29%,-6.3%,i,2.9,i,19,-0.3%,8%
O=C(COc1ccc2ccc(=O)oc2c1)NCCc1c[nH]c2ccc(F)cc12,-6%,-0.4,54,-14%,13%,8.8%,i,2.3,i,60,-0.1%,-41%
C/C(=N\NC1=N[C@H]2CS(=O)(=O)C[C@H]2S1)c1ccccc1,-22%,0.7,53,7%,8%,0.4%,i,1.1,i,32,-0.1%,22%
